From PubChem
UTI89 phage lysis – inhibition of K1F phage lysis, E. coli UTI89, bacterial capsule biogenesis inhibitors, alamar blue (AID 488966); E. coli UTI89 K1F phage lysis, alamar blue, 2 h; higher % means a stronger effect; inhibition, % at 100 µM; hits with a dose series show IC50 in µM; 340,000 tested, 0.02% active;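 active means phage lysis inhibition, versus mean bacterial control, above a set limit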;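 further: capsule biogenesis inhibitors block K1F phage lysis so surviving cells raise fluorescence; higher fluorescence means more inhibition of phage lysis; actives were called in the ten point dose series up to 300 µM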
Myeloid diff MLP – induction of myeloid progenitor differentiation, primary screen, cell-based, flow cytometry, MLPCN library; ER-HoxA9 myeloid progenitors, lysozyme-GFP differentiation; calls only at 10 µM; 360,000 tested, 1% active; AID 624256, 2012;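 active means normalized GFP-positive differentiation at or above the plate's own cutoff, the solvent-only control mean plus 3 SD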;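 further: cells exposed to compound for four days before flow analysis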
Myeloid diff MLP GFP+ MAC1+ % – further read-out of Myeloid diff MLP, marked with its call; GFP+ MAC1+ double positive, %; measured here: differentiation confirmed by MAC1 staining
Starred values were filed as active, the others as inactive; i = inactive; [ ] = remark or other dose. Only part of the results is shown; rates above refer to the full screens.

| Molecule | UTI89 phage lysis | Myeloid diff MLP | Myeloid diff MLP GFP+ MAC1+ % |
| --- | --- | --- | --- |
| O=C(CSC1=NS(=O)(=O)c2cc(F)ccc2N1)NCc1ccccc1 | 0.9%[50 µM] | i | 0.8 |
| N#CC(C#N)=C(N)/C(C#N)=C/c1cc(O)c(O)c(O)c1 | -4.2% | i | 2.2 |
| CN(CC(=O)Nc1ccccc1Br)C(=O)c1ccccc1OCc1ccccc1Cl | 0.1%[50 µM] | i | 0.3 |
| C[C@H]1COC(=O)CC/C=C\C[C@H](CC(=O)N(CCO)Cc2ccccc2)C(=O)N1 | 0.4% | i | 1.3 |
| COc1cc(OC)cc(-c2c(-c3ccc(F)cc3)c3cc(-c4ccc(OC)nc4)ccc3n2C)c1 | 0.2% | i | 0.6 |
| CCN(CC)C(=O)c1[nH]cnc1C(=O)Nc1ccc(Cl)cc1 | 0.1% | i | 0.6 |
| COc1cc(SC)ccc1C(=O)OCC(=O)N1CC(=O)Nc2ccccc21 | -1.9% | i | 0.7 |
| O=C(COC(=O)c1ccc(S(=O)(=O)N2CCOCC2)cc1)Nc1ccccc1OC(F)F | 0.0%[50 µM] | i | 0.6 |
| COc1ccc(Cl)cc1NC(=O)CN(C)C(=O)CCc1nc2ccccc2c(=O)[nH]1 | 0.4%[50 µM] | i | 0.6 |
| CC1CCC(NC(=O)CN2C(=O)NC(C)(C)C2=O)CC1 (stereo unspecified) | 1.7%[50 µM] | i | 1.1 |
| O=C(NCC(c1ccco1)N1CCc2ccccc21)c1ccccc1F (stereo unspecified) | 0.6%[50 µM] | i | 1.2 |
| O=C(COC(=O)c1c(F)cccc1Cl)NC(=O)Nc1ccc2c(c1)OCCO2 | 0.3%[50 µM] | i | 0.2 |
| COc1cccc(OC)c1NC(=O)CN1CCN(C)CC1 | 0.3% | i | 0.5 |
| CC(=O)Nc1ccc(SC(Sc2ccc(NC(C)=O)cc2)c2ccccc2)cc1 | -1.5% | i | 0.0 |
| CN(C(=O)c1cccc(NC(=O)Cc2cccc(NC(=O)C3CCN(C(=O)C4CCCCC4)CC3)c2)c1)C1CC1 | 0.0% | i | 1.2 |
| CN(C)CCn1c2c(c(SCC(=O)Nc3ccccc3)nc1=O)CCCC2 | 0.6%[50 µM] | i | 0.6 |
| O=C(Nc1cccc(S(=O)(=O)N2CCCC2)c1)c1cccc(S(=O)(=O)N2CCOCC2)c1 | -0.2%[50 µM] | i | 1.1 |
| COc1ccccc1C1=CC(=O)C[C@H](c2ccc(F)cc2)C1 | 0.3% | i | 1.7 |
| CCCCN1C(=N)N([C@@H](CCC)CN2CCC[C@H]2CN2C(N)=NC[C@H]2C(C)C)C[C@H]1[C@H](C)CC | 1.1% | i | 0.6 |
| CCOc1ccc(NC(=O)CN(C)C(=O)c2cc3c(s2)CCC(C)C3)cc1OCC (stereo unspecified) | -0.2%[50 µM] | i | 1.2 |

19 structures out of the list, arranged by formula weight, smallest number first:
| Molecule | UTI89 phage lysis | Myeloid diff MLP | Myeloid diff MLP GFP+ MAC1+ % |
| --- | --- | --- | --- |
| N#CC(C#N)=C(N)/C(C#N)=C/c1cc(O)c(O)c(O)c1 | -4.2% | i | 2.2 |
| CC1CCC(NC(=O)CN2C(=O)NC(C)(C)C2=O)CC1 (stereo unspecified) | 1.7%[50 µM] | i | 1.1 |
| COc1cccc(OC)c1NC(=O)CN1CCN(C)CC1 | 0.3% | i | 0.5 |
| COc1ccccc1C1=CC(=O)C[C@H](c2ccc(F)cc2)C1 | 0.3% | i | 1.7 |
| CCN(CC)C(=O)c1[nH]cnc1C(=O)Nc1ccc(Cl)cc1 | 0.1% | i | 0.6 |
| O=C(NCC(c1ccco1)N1CCc2ccccc21)c1ccccc1F (stereo unspecified) | 0.6%[50 µM] | i | 1.2 |
| O=C(CSC1=NS(=O)(=O)c2cc(F)ccc2N1)NCc1ccccc1 | 0.9%[50 µM] | i | 0.8 |
| COc1cc(SC)ccc1C(=O)OCC(=O)N1CC(=O)Nc2ccccc21 | -1.9% | i | 0.7 |
| CN(C)CCn1c2c(c(SCC(=O)Nc3ccccc3)nc1=O)CCCC2 | 0.6%[50 µM] | i | 0.6 |
| C[C@H]1COC(=O)CC/C=C\C[C@H](CC(=O)N(CCO)Cc2ccccc2)C(=O)N1 | 0.4% | i | 1.3 |
| O=C(COC(=O)c1c(F)cccc1Cl)NC(=O)Nc1ccc2c(c1)OCCO2 | 0.3%[50 µM] | i | 0.2 |
| CC(=O)Nc1ccc(SC(Sc2ccc(NC(C)=O)cc2)c2ccccc2)cc1 | -1.5% | i | 0.0 |
| COc1ccc(Cl)cc1NC(=O)CN(C)C(=O)CCc1nc2ccccc2c(=O)[nH]1 | 0.4%[50 µM] | i | 0.6 |
| CCOc1ccc(NC(=O)CN(C)C(=O)c2cc3c(s2)CCC(C)C3)cc1OCC (stereo unspecified) | -0.2%[50 µM] | i | 1.2 |
| COc1cc(OC)cc(-c2c(-c3ccc(F)cc3)c3cc(-c4ccc(OC)nc4)ccc3n2C)c1 | 0.2% | i | 0.6 |
| CCCCN1C(=N)N([C@@H](CCC)CN2CCC[C@H]2CN2C(N)=NC[C@H]2C(C)C)C[C@H]1[C@H](C)CC | 1.1% | i | 0.6 |
| O=C(Nc1cccc(S(=O)(=O)N2CCCC2)c1)c1cccc(S(=O)(=O)N2CCOCC2)c1 | -0.2%[50 µM] | i | 1.1 |
| CN(CC(=O)Nc1ccccc1Br)C(=O)c1ccccc1OCc1ccccc1Cl | 0.1%[50 µM] | i | 0.3 |
| CN(C(=O)c1cccc(NC(=O)Cc2cccc(NC(=O)C3CCN(C(=O)C4CCCCC4)CC3)c2)c1)C1CC1 | 0.0% | i | 1.2 |

Other results
| Molecule | UTI89 phage lysis | Myeloid diff MLP | Myeloid diff MLP GFP+ MAC1+ % |
| --- | --- | --- | --- |
| CCN(CC)c1ncnc2c1nnn2C | -0.6% | i | 1.4 |
| [O-][N+](=C(c1ccccc1)c1ccccc1)c1ccccc1 | 2.6% | i | 0.5 |
| Cc1cc(NC(=O)CSCC(=O)OC(C)C(=O)N(C)Cc2ccccc2)no1 (stereo unspecified) | 0.5%[50 µM] | i | 0.8 |
| O=C(Cc1ccc2c(c1)OCCO2)N/N=C/c1ccco1 | 3.4%[50 µM] | i | 2.1 |
| CN(C)C(=O)CCc1ccc2c3c([nH]c2c1)[C@]1(C)[C@@H](C(=O)N2CCCCC2)C[C@H](CC(=O)NCc2ccco2)C(=O)N1CC3 | -0.1% | i | 0.4 |
| CC(Nc1nc(-c2ccc(F)cc2)cs1)c1nc2cc(Cl)c(Cl)cc2n1CCOCCO (stereo unspecified) | 1.1% | i | 3.2 |
| COc1ccccc1NC(=O)C(C)OC(=O)/C=C/c1ccc2ccccc2n1 (stereo unspecified) | 2.3%[50 µM] | i | 0.9 |
| Cc1ccc(S(=O)(=O)N2[C@@H](c3cccc(Cl)c3)C(C(=O)O)=CC[C@H]2c2cccc(C)c2)cc1 | -7.0% | i | 1.3 |
| CN(Cc1ccccc1)C(=O)c1cccc(NC(=O)Cc2ccc(NC(=O)C3CCN(C(=O)C4CCCC4)CC3)cc2)c1 | 0.1% | i | 0.8 |
| O=C(OCCOc1ccccc1F)c1cc(S(=O)(=O)N2CCOCC2)ccc1F | -0.2% | i | 0.5 |
| O=C(COc1ccc(Cl)cc1)Nc1cc2c3c(c1)CC(=O)N3CCC2 | 0.9%[50 µM] | i | 1.1 |
| O=C(O)c1sccc1S(=O)(=O)N1CCOCC1 | 0.5%[50 µM] | i | 0.4 |
| C[C@H](CO)N1C[C@H](C)[C@@H](CN(C)C(=O)Nc2ccc(C(F)(F)F)cc2)Oc2ccc(NC(=O)Nc3ccccc3)cc2C1=O | -0.2% | i | 0.8 |
| COc1ccccc1OCCNC(=O)CCC(=O)N1CCOCC1 | 1.0%[50 µM] | i | 1.5 |
| O=C(COc1cc(F)ccc1[N+](=O)[O-])Nc1ccc(N2CCCCC2)cc1 | 0.7%[50 µM] | i | 0.3 |
| CC1CC(C)(C)CC2(C1)NC(=O)N(CC(=O)N1CCN(S(=O)(=O)c3cccs3)CC1)C2=O (stereo unspecified) | 0.2%[50 µM] | i | 0.4 |
| NC(=O)c1ccc(-c2nnn(CC(=O)Nc3cccc(S(=O)(=O)N4CCCC4)c3)n2)cc1 | 0.6%[50 µM] | i | 0.3 |
| C[C@@H]1C(c2cccc(Cl)c2)=NN(c2ccccc2)[C@H]1C(=O)N1CCOC1=O | 0.0% | i | 1.5 |
| O=C(CC(NC(=O)c1ccccc1)c1ccccc1)NCc1ccccc1 (stereo unspecified) | -2.2% | i | 0.8 |
| N#Cc1c(F)cccc1NCc1cccnc1 | 0.0% | i | 0.7 |
| Nc1nc(SCc2ccccc2)cc(SCc2ccccc2)n1 | -3.3% | i | 0.7 |
| CO/N=C(/CN1CCCCC1)c1ccc(Cl)cc1 | 0.1% | i | 0.2 |
| O=C(CCc1ccccc1Cl)Nc1ccc(S(=O)(=O)N2CCOCC2)cc1 | 0.8%[50 µM] | i | 1.0 |
| Cc1ccc(OCCNC(=O)CCNC(=O)c2ccc(Cl)cc2)cc1 | 0.0%[50 µM] | i | 1.1 |
| CSCCC(NC(=O)COc1ccccc1)C(=O)N1CCOCC1 (stereo unspecified) | 0.9%[50 µM] | i | 0.3 |
| CC[C@]12c3[nH]c4ccc(Cl)cc4c3CCN1C(=O)[C@@H](CC(=O)NCC13CC4CC(CC(C4)C1)C3)C[C@@H]2C(=O)N1CCN(C(=O)c2ccco2)CC1 | 0.2% | i | 2.0 |
